APP transl inh: APP translation inhibition. SH-SY5Y APP 5'UTR-luciferase reporter, luminescence. inhibition, % at 2 µM. hit rate 0.82% among 190,000;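 active = inhibition above a set limit, derived from the sample mean plus 3 SD, cut at about 45% in these data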; note: values of inactives mirror those of a sister screen read the other way
NF-kB neuron act: raises NF-kB expression in human neuronal cells. NF-kB reporter expression; active compounds read high. fold change at 12.5 µM. hit rate 1.6% among 190,000. AID 1239; in the data active = fold change above about 3.3
FLuc stim CS: affects firefly luciferase, flagging false hits in luciferase stimulation screens; P08659; ATPlite luciferase biochemical, luminescence, 10 min; 0 = ATP-free wells, 1 = DMSO control; activation factor at 10 µM; 200,000 tested, under 10 active; AID 1027;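 active = luciferase activation factor, scaled between plate controls, of at least 2 with compound at 10 µM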
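Assay system: Luciferase/luciferin detection reagent, cell-free biochemical luciferase assay / Read-out: luciferase activation / Benchmarks: No-ATP low control, compound-free enzyme-plus-ATP high control / Medium: PBS buffer for ATP / Detection: luminescence measurement of luciferase light output / Schedule: 10 min at ambient temperature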
STAT1 act: activators of IFN-gamma induced STAT1 signaling; AID 932; NIH 3T3 STAT1-luciferase reporter, luminescence; 100% = IFN-gamma alone, no compound; hit rate 2.6% among 200,000; activation (% of control), % at 5.5 µM;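 active = activation above the screen-wide mean activation plus 3 SD, cut at about 130% in these data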;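 note: raw ratio to IFN-gamma control signal so 100% means no change and 0% no light; values of inactives mirror those of a sister screen read the other way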
TLR4-MyD88 BLA: TLR4-MyD88 interaction inhibition in cells. O00206+Q99836. HeLa CL3-4 TLR4/MyD88 BLA complementation, FRET ratio. inhibition, % at 8.4 µM. hit rate 0.18% among 200,000. AID 861; in the data active = inhibition above about 25%;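 note: 0% = vehicle and 100% = reference inhibitor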
Target sequence (O00206 whole entry, looked up): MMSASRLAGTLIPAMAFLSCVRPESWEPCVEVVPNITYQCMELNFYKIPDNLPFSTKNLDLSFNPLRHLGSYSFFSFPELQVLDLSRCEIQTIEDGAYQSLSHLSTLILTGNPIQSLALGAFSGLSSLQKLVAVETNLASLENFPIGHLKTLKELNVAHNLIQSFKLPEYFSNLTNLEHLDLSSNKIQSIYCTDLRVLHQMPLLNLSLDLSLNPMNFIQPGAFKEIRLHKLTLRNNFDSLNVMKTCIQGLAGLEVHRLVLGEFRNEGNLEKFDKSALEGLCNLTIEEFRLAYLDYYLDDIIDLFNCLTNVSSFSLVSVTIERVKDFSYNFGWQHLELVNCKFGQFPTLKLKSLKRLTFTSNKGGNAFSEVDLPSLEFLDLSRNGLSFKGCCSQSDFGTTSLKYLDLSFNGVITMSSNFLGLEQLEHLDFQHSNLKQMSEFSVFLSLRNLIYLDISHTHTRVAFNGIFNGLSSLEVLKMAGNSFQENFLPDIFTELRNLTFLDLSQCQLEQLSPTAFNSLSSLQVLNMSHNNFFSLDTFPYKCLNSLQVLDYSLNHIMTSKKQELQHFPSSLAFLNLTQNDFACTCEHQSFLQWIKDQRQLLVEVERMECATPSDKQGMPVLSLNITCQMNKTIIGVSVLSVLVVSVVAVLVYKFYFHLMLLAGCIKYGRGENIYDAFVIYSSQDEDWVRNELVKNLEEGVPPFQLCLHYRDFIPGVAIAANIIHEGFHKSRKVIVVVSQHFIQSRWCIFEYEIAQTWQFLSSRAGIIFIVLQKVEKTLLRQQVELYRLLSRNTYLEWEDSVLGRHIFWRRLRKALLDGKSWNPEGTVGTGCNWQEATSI
Target sequence (Q99836 whole entry, looked up): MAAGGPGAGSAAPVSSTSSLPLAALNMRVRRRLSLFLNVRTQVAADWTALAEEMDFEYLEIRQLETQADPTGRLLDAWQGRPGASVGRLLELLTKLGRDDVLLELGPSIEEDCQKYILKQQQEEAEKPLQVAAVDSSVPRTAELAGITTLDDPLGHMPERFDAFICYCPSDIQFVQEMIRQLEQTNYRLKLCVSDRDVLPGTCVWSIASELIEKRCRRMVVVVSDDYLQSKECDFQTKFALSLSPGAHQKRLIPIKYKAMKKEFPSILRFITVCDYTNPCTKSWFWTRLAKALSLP
FLuc inhib CS: Photinus pyralis luciferase inhibition counter-screen; P08659; ATPLite firefly luciferase biochemical luminescence, 10 min; inhibition, % at 10 µM; hit rate 1.5% among 200,000; AID 1006;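 active = inhibition above about 50% when tested at 10 µM, limit read from the data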
Diaph act CS: diaphorase activation or chemical reduction counter-screen; hit rate 0.005% among 190,000; Diaphorase/resazurin coupled assay, resorufin fluorescence, 16 min; active compounds read high; 1 = vehicle wells, 0 = NADH-free wells; activation factor at 20 µM; AID 1229;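 active = diaphorase activity raised at least twofold by the compound at 20 µM; inactive = activation factor below 2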
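System – purified diaphorase enzyme from Clostridium kluyveri · Input – enzyme 0.07 U/mL final · Also added – final NADH 0.114 mM, resazurin 0.1 mM · Measured by – fluorescence of resorufin, 544 nm excitation, 590 nm emission · Timing – 16 min enzyme reaction, ambient temperature · Measure – resorufin increase flagging diaphorase activators or reducers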
APP 5'UTR act: activates APP 5'UTR luciferase reporter; SH-SY5Y APP 5'UTR luciferase reporter, luminescence; zero percent = DMSO vehicle wells; activation, % at 2 µM; hit rate 1% among 190,000; AID 1276;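 active = activation above a set limit, based on mean plus 3 SD of controls, cut at about 140% in these data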; note: values of inactives mirror those of a sister screen read the other way
Diaph inh CS: counter-screen for diaphorase-based assays: diaphorase inhibitors and chemical oxidizers. inhibition, % at 20 µM. hit rate 0.69% among 190,000. diaphorase resazurin-to-resorufin fluorescence, NADH, 16 min; bacterial (C. kluyveri) enzyme, not human. AID 1217;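 active = primary screen inhibition at 20 µM above a set limit, cut at about 50% in these data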;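 note: plate controls were DMSO with full reaction for no effect and wells lacking NADH for full effect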
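Benchmarks: positive control wells lacking NADH, neutral wells with DMSO only. System: bacterial diaphorase enzyme (C. kluyveri). Input: 0.14 U/mL diaphorase, enzyme working solution. Detection: resorufin fluorescence, excitation 544 nm, emission 590 nm. Times: 16-min room-temperature incubation before reading.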
G6PDH counter: inhibits Leuconostoc G6PDH, flagging false hits in G6PDH-based assays | Purified L. mesenteroides G6PDH, diaphorase/resazurin coupled fluorescence, 45 min | AID 1020 | inhibition, % at 5 µM | hit rate 0.12% among 200,000; in the data active = inhibition above about 50%
Numbers without * were called inactive; nt = not tested or not shown.

Below each SMILES – FLuc stim CS, NF-kB neuron act, APP transl inh, Diaph inh CS, Diaph act CS, STAT1 act, FLuc inhib CS, APP 5'UTR act, TLR4-MyD88 BLA, G6PDH counter
CCCCc1c(O)nc(SCC(=O)N2CCOCC2)n(-c2ccccc2C)c1=O
→ 1.1, 1.1, 11, 14, 0.9, 105, -6, -11, 9, 14
CCOC(=O)CCC(=O)c1c(C)oc2ccc(OC)cc12
→ 1.1, 1.2, -2, 5, 0.9, 100, -9, 2, -10, -15
CCc1ccc(-n2c(C)cc(/C=N/NC(=O)c3ccncc3)c2C)cc1
→ 0.9, 0.73, -18, 84*, 0.2, 99, 8, 18, -14, 15
Cc1nnc(NC(=O)CCn2cnc3ccccc3c2=O)s1
→ 1.1, 1.2, 9, 1, 1, 105, -5, -9, 5, 3
Cc1ccc(Oc2ncnc(N)c2[N+](=O)[O-])cc1
→ 1, 1.5, -3, -8, 1.1, 92, -3, 3, 3, 0
O=C(c1cccc(N2C(=O)C3CC=CCC3C2=O)c1)N1CCCCCC1 (stereo not drawn)
→ 1.1, 0.98, 2, 14, 0.9, 94, -6, -2, -9, -2
O=C(COC(=O)c1cnccn1)c1ccc(Br)cc1
→ 0.9, 1.1, 3, 17, 0.8, 102, 10, -3, 3, 13
CC(C)CC(=O)NC(=S)Nc1nc(-c2cccc3ccccc23)cs1
→ 1.1, 1.3, 15, 20, 0.8, 93, -8, -15, -2, 9
CN(CC(=O)NC1CC(C)(C)NC(C)(C)C1)S(=O)(=O)c1cc(Cl)ccc1Cl
→ 1, 0.98, 21, 11, 0.9, 99, -3, -21, 18, 9
Cn1c(CSCc2ccc(Cl)c(Cl)c2)n[nH]c1=S
→ 1, 0.99, -4, -3, 1, 95, 2, 4, 7, 10
CCOc1ccc(NC(=S)N2CCn3c(nc4ccccc43)C2)cc1
→ 1, 1.4, -2, 12, 0.9, 100, -4, 2, -2, 2
Cc1ccc(S(=O)(=O)Nc2ccc3nc(-c4cccn4C)[nH]c3c2)cc1
→ 1, 1.1, -24, 2, 1, 96, 0, 24, -10, -2
CCOC(=O)c1c(C)nc2c(c1-c1ccc(OC)cc1)C(=O)CC(C)(C)C2
→ 1, 0.85, 14, -6, 1.1, 101, -2, -14, -4, 5
Cc1ccccc1N(Cc1ccccc1F)S(C)(=O)=O
→ 1.1, 1.2, -14, 9, 0.9, 96, -5, 14, -10, 4
NC(=O)c1ccc(N2CCCCC2)c(N2C(=O)CCC2=O)c1
→ 1.1, 1.1, 3, 13, 0.9, 102, -8, -3, -4, 4
O=C(CSCc1nc2c(nnn2Cc2ccc(F)cc2)c(=O)[nH]1)Nc1cccc(C(F)(F)F)c1
→ 1, 0.97, -1, 16, 0.8, 104, -1, 1, -1, 4
CCOC(=O)c1oc2cc(O)c(CC)cc2c(=O)c1-c1ccc2c(c1)OCCO2
→ 1, 1.2, -5, 32, 0.7, 101, -3, 5, 12, -7
CC1CCCCN1c1cc(C#N)c(C#N)cc1[N+](=O)[O-] (stereo not drawn)
→ 1.1, 0.99, 6, 21, 0.8, 96, -10, -6, -3, 1
Cn1nnnc1SCC(=O)N1CCOCC1
→ 1, 1.2, -5, -10, 1.1, 103, -1, 5, 6, 4
Cc1cc(=O)[nH]c(SCc2nc3ccccc3n2Cc2ccccc2)n1
→ 1, 1, -16, 13, 0.9, 90, -2, 16, 15, 7

2 of these compounds, reformatted:
SMILES: CN(CC(=O)NC1CC(C)(C)NC(C)(C)C1)S(=O)(=O)c1cc(Cl)ccc1Cl
- FLuc stim CS: 1
- NF-kB neuron act: 0.98
- APP transl inh: 21
- Diaph inh CS: 11
- Diaph act CS: 0.9
- STAT1 act: 99
- FLuc inhib CS: -3
- APP 5'UTR act: -21
- TLR4-MyD88 BLA: 18
- G6PDH counter: 9
SMILES: Cn1c(CSCc2ccc(Cl)c(Cl)c2)n[nH]c1=S
- FLuc stim CS: 1
- NF-kB neuron act: 0.99
- APP transl inh: -4
- Diaph inh CS: -3
- Diaph act CS: 1
- STAT1 act: 95
- FLuc inhib CS: 2
- APP 5'UTR act: 4
- TLR4-MyD88 BLA: 7
- G6PDH counter: 10

Further structures follow.
Below each SMILES – FLuc stim CS, NF-kB neuron act, APP transl inh, Diaph inh CS, Diaph act CS, STAT1 act, FLuc inhib CS, APP 5'UTR act, TLR4-MyD88 BLA, G6PDH counter
Cc1ccc(-c2nc(NC(=O)c3ccc(S(=O)(=O)N(CCC#N)CCC#N)cc3)sc2-c2ccccc2)cc1
→ 1.1, 1.5, 10, 15, 0.8, 91, -6, -10, -6, 6
O=C(O)c1ccc(/C=N/Nc2ccc(C(F)(F)F)cn2)cc1
→ 1, 3.9*, -138, 9, 0.9, 155*, 3, 138*, -13, -1
Cc1ccc(/C=c2\sc3nc(-c4ccccc4Br)nn3c2=O)o1
→ 0.9, 0.96, -4, 23, 0.8, 92, 11, 4, 10, 8
COCCn1c(CN2CCN(c3ccc(OC)cc3)CC2)nc2c1c(=O)n(C)c(=O)n2C
→ 1.1, 1.1, -6, 12, 0.9, 90, -5, 6, 1, 2
COc1cccc(NC(=O)Cn2cc(C#N)c3ccccc32)c1
→ 1, 0.97, -38, 8, 0.9, 100, -4, 38, -2, 9
S=C(NCc1ccco1)N1CCN(c2nc(-c3ccc(Cl)cc3)cs2)CC1
→ 1, 0.5, 6, 8, 0.9, 88, -1, -6, 4, 5
Cc1onc(-c2c(F)cccc2Cl)c1C(=O)NCC1COc2ccccc2O1 (stereo not drawn)
→ 1.1, 1.1, -10, 10, 0.9, 97, -7, 10, -4, 1
COC(=O)C(Cc1ccc(OC(=O)c2ccccc2Cl)cc1)N1Cc2ccccc2C1=O (stereo not drawn)
→ 1, 1.4, -42, 24, 0.8, 127, -2, 42, -8, 3
O=C(NC1(C(F)(F)F)NC(=O)N(C2CCCCC2)C1=O)c1cccs1 (stereo not drawn)
→ 1.1, 1.2, -13, 27, 0.7, 95, -6, 13, -1, -9
CCOCCOC(=O)c1cccc(NC(=O)OCC)c1
→ 1, 1.4, -1, 13, 0.9, 108, 1, 1, 9, 11
CCN(CC)S(=O)(=O)c1ccc(C(=O)NCc2n[nH]c(=S)n2-c2ccc(Cl)c(Cl)c2)cc1
→ 1, 1.3, 3, 41, 0.6, 94, -5, -3, -2, 14
Cn1ccnc1SCC(=O)Nc1ccc2nc(SCC(=O)NC3CC3)sc2c1
→ 0.9, 1.7, -64, 7, 0.9, 114, 10, 64, 4, 4
CCOC(=O)c1nn(-c2ccc3c(c2)OCO3)cc1O
→ nt, 1.6, -54, nt, nt, 96, nt, 54, -5, nt
COc1ccc2c(c1)C(c1ccc(N3CCOCC3)cc1)=NNC(c1cccnc1)=N2
→ 1.1, 1.1, -5, 13, 0.9, 105, -8, 5, 12, 8
CCOCCn1c(-c2ccc(OC)cc2)nc2ccccc21
→ 0.9, 1.3, 6, -1, 1, 96, 6, -6, -10, -2
COc1cc(/C(C)=N/NC(=S)NC(C)C)cc(OC)c1OC
→ 1, 1.3, -7, 11, 0.9, 94, -2, 7, -4, -1
CN(CCNC(=O)c1ccc(N2CCCC2=O)cc1)CCc1ccccc1
→ 1, 1.1, -12, 2, 1, 100, 0, 12, 4, 2
COc1ccc(OC)c(NC(=O)CC2SC(=N)N(c3ccccc3)C2=O)c1 (stereo not drawn)
→ 1, 1.1, 6, 10, 0.9, 97, -2, -6, -2, 6
Cc1ccc(NC(=O)CCNS(=O)(=O)c2cccc3nsnc23)cc1
→ 1, 0.96, -1, 0, 1, 101, -4, 1, 0, -2
COc1ccc(C(=O)C2CCCCC2=O)cc1 (stereo not drawn)
→ 1, 1, -19, 6, 0.9, 104, -4, 19, 4, 8
Cc1nn(Cc2ccc(Cl)cc2)c(C)c1NC(=O)C(c1ccccc1)c1ccccc1
→ 1.1, 0.65, -5, 22, 0.8, 104, -7, 5, 12, -10
COc1ccc(NC(=O)c2ccc3c(SCC(=O)O)c4c(nc3c2)CCCC4)c(OC)c1
→ 1, 1.2, 4, 18, 0.8, 101, 0, -4, 5, 13
CCOC(=O)C(C(=O)OCC)C(=O)c1cc(OC)c(OC)c(OC)c1
→ 1.1, 1.4, -2, 7, 0.9, 95, -8, 2, 8, 8
NC(=O)c1ccc(NC(=O)COC(=O)CCCc2c[nH]c3ccccc23)cc1
→ 1, 0.96, 0, 13, 0.9, 98, -3, 0, -8, -4
Oc1cccc(/C=N/Nc2ncnc3c2ncn3Cc2ccccc2)c1
→ 0.8, 1.1, -15, 14, 0.9, 92, 20, 15, -14, 3
CCOC(=O)C1C(c2ccc(O)c(OC)c2)NC(=S)NC1(O)C(F)(F)F (stereo not drawn)
→ 1.1, 1.1, 4, 13, 0.9, 98, -6, -4, -9, 2
O=c1[nH]cnc2c1ncn2[C@@H]1O[C@H](CO)[C@@H](O)[C@H]1O
→ 1, 1.1, 11, 4, 1, 103, -2, -11, -13, 12
COc1ccc(-c2nc(CN(Cc3cnn(C)c3)C(C)C)c(C)o2)c(OC)c1
→ 1.1, 1.1, 5, 2, 1, 97, -6, -5, 10, 9
CC(=O)Nc1ccc2oc(-c3cc(F)c(F)cc3Cl)nc2c1
→ 0.7, 6.1*, -33, 6, 0.9, 148*, 30, 33, 12, 0
CCOC(=O)CCn1c(=O)c2c(nc(Br)n2Cc2ccccc2)n(C)c1=O
→ 1, 0.97, 1, -6, 1.1, 96, -1, -1, -8, 9
C/C(CC(=O)NC1CCCCC1)=N\NC(=O)Cc1ccc(-c2ccccc2)cc1
→ 1, 1.3, -16, 3, 1, 101, -1, 16, -18, -2
O=C(Cc1cnc2ncnn2c1)N1CCc2c([nH]c3ccccc23)C1c1ccccn1 (stereo not drawn)
→ 1, 1, -42, -27, 1.3, 95, -1, 42, 6, 15
CS(=O)(=O)Nc1ccc(S(=O)(=O)NCCc2ccccc2)cc1
→ 1.1, 0.87, 1, 16, 0.8, 95, -8, -1, -2, 1
Cc1c(Cl)cccc1NC(=S)NC1CC1
→ 1, 1.1, 19, 12, 0.9, 100, -2, -19, -6, 2
Cc1[nH]c2ccccc2c1/C=C(\C#N)C(=O)NCc1ccccc1
→ 1.1, 1.2, 18, 16, 0.8, 87, -6, -18, -16, 5

Single entries from the results shown:
Result for O=C(Cc1cnc2ncnn2c1)N1CCc2c([nH]c3ccccc23)C1c1ccccn1 (stereo not drawn) under STAT1 act: 95
Result for COc1ccc(NC(=O)c2ccc3c(SCC(=O)O)c4c(nc3c2)CCCC4)c(OC)c1 under APP transl inh: 4
